Source: PubChem (National Center for Advancing Translational Sciences (NCATS))
Menin-MLL TR inh: displaces Texas Red mutant MLL peptide from human menin. O00255. Potency, µM (doses to about 61.6 µM), for the others: at the top dose FP activity change, negative = inhibition, most hits filed as inhibitors. AID 1768. actives 0.23% (n = 270,000). Menin + Texas Red MLL mutant peptide, fluorescence polarization; active = well fitted inhibition curve with a large enough effect in the polarisation, with a control signal flat, not every such curve was filed as active; inconclusive = small, poorly fitted or top-dose-only effect, or effect the other way, or a change in a side signal; inactive = no such curve, though single readings can be large or run the other way; the % refers to the polarisation; also: potency is read from the fitted curve at half-maximal effect; % of control where 0% means no effect; many of its hits are not listed in these tables
Target sequence (O00255 whole entry, looked up): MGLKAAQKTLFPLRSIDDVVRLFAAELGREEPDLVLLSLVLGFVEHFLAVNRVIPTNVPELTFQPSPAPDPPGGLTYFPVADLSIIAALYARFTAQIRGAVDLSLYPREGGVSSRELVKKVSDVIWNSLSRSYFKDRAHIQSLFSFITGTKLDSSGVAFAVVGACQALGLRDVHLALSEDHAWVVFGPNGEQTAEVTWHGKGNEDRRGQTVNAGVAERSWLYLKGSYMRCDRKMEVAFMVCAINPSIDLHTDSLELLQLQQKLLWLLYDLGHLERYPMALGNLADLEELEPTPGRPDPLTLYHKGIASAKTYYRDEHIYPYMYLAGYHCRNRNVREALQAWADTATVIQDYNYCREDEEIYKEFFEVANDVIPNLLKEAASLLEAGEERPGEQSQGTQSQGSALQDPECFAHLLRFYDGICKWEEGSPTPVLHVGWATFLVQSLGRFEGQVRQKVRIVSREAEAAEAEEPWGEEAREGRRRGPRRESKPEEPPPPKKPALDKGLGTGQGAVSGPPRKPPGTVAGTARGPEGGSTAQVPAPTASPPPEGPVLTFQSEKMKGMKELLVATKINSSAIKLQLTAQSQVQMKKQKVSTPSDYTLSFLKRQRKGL
FBPA coupling cs: inhibits coupling enzyme system, counter-screen for aldolase hits | coupling enzyme system counterscreen, AmpLite Red fluorescence | activity change, negative = inhibition, % at 58.2 µM, hits read low | actives 0.67% (n = 290,000) | AID 2472; in the data active = activity change below about -30%; also: % is scaled to controls: 0 for no effect and ±100 for the full control effect
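Compounds tested against the coupling enzymes alone at 57.5 uM final; readout was AmpLite Red fluorescence (525/598 nm) after 20 min at RT.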
An asterisk follows results filed as active; ? = inconclusive; & = joins results of further samples; [ ] = another dose, or the depositor's remark. An excerpt. The share of hits here may be higher or lower than overall.

[1] COc1cc2c3cc1Oc1c(OC)c(OC)cc4c1C(Cc1cccc(c1)Oc1ccc(c(O)c1)CC3N(C)CC2)N(C)CC4 (centres undefined)
[2] CC(=O)O[C@@H]1CN2CCC1CC2
[3] O=C(O)Cc1cccnc1C(=O)O
[4] O=c1ccc2cc(O[C@H]3OC(CO)C(O)C(O)C3O)c(O)cc2o1 (some centres undefined)
[5] CCN1C[C@@]2(COC)CC[C@H](O)[C@@]34[C@@H]2C[C@@H]([C@@H]13)[C@]1(O)C[C@@H](OC)C2C[C@H]4[C@H]1[C@H]2OC(C)=O
[6] C=C1[C@@H]2C[C@@]3([C@H]1O)[C@H]1C[C@@H]4[C@@]5(C)CC[C@H](O)[C@]4([C@H]1N(CC)C5)[C@H]3C[C@H]2O
[7] Cc1noc(C)c1C(=O)N1CCC[C@@]2(CCN(CC(C)C)C2)C1
[8] CCN1C[C@]2(COC)CC[C@H](O)[C@@]34[C@@H]5C[C@H]6[C@@H](OC)[C@H]5[C@](O)(C[C@@H]6OC)[C@@](O)([C@@H](OC)[C@H]23)[C@@H]14

entry no.,1,2,3,4,5,6,7,8
Menin-MLL TR inh,-2%,6%[24.8 µM],2%[24.8 µM],1%&-12%,-11%[24.8 µM],-10%[24.8 µM],-1%,-9%[24.8 µM]
FBPA coupling cs,-3,8,-68*,2&4,1,-3,2,1

[9] Clc1ccccc1-c1cncnc1NCCc1cnc[nH]1
[10] CC(C)=CCCC1(C)C=Cc2c(O)c3c(c(CC=C(C)C)c2O1)OC12C(=CC4CC1C(C)(C)OC2(C/C=C(/C)C(=O)O)C4O)C3=O (centres undefined)
[11] CN(C(=O)Cc1ccccc1)[C@H](CN1CCCC1)c1ccccc1
[12] CCCCOCN(C(=O)CCl)c1c(CC)cccc1CC
[13] N[C@@H](CCCCP(=O)(O)O)C(=O)O
[14] CS(=O)(=O)N1CCC2(CCCN(Cc3ccncc3)C2)CC1
[15] C[C@@H](N)Cn1ccc2cc(F)c(Cl)cc21
[16] O=C(c1csnn1)N1CCC[C@@]2(CCN(Cc3ccncc3)C2)C1

entry no.,9,10,11,12,13,14,15,16
Menin-MLL TR inh,-22%,25%,-6%[24.8 µM],6%,10%[24.8 µM],8%,10%[24.8 µM],-6%
FBPA coupling cs,1,3,2,-2,9,2,1,6

[17] COC1(C)CC(c2ccccc2)c2c(c3ccccc3oc2=O)O1 (centres undefined)
[18] C=C(C)[C@]12C[C@@H](C)[C@@]34OC(Cc5ccccc5)(O[C@@H]1[C@@H]3C=C(COC(=O)Cc1cc(I)c(O)c(OC)c1)C[C@]1(O)C(=O)C(C)=C[C@@H]41)O2
[19] O=C(Oc1ccccc1)N1CCC2(CC1)CCN(C(c1ccccc1)c1ccccc1)CC2
[20] CC(C)(C)NC[C@@H](O)COc1cccc2[nH]c(C#N)cc12
[21] C[C@@H]1O[C@H](O[C@H]2C[C@@H](O)[C@@]3(CO)[C@H]4[C@@H](O)C[C@]5(C)[C@@H](C6=CC(=O)OC6)CC[C@]5(O)[C@H]4CC[C@]3(O)C2)[C@@H](O)[C@H](O)[C@@H]1O
[22] O=C(Oc1ccccc1)N1CCC2(CCN(Cc3ccccc3)CC2)CC1
[23] COc1ccc(NC(=O)N2CCC3(CC2)CCN(C(=O)Oc2ccccc2)CC3)cc1
[24] CC(C)(C)OC(=O)C(Br)CCBr (centres undefined)

entry no.,17,18,19,20,21,22,23,24
Menin-MLL TR inh,-6%,41%[activator],-12%,3%[24.8 µM],-9%[24.8 µM],-5%,-29%,2%
FBPA coupling cs,-1,-6,3,-1,-1,2,1,0

[25] CCN(CC)/[N+]([O-])=N/O
[26] CC(=O)O[C@H]1C2[C@@H](OC(=O)Cc3ccccc3)[C@@H](C)C[C@]2(OC(C)=O)C(=O)/C(C)=C/[C@@H]2[C@H](CC[C@@]13CO3)C2(C)C (some centres undefined)
[27] CCC1COC(Cn2cncn2)(c2ccc(Cl)cc2Cl)O1 (centres undefined)
[28] CC(C)NC[C@H](O)c1ccc(N)c(C#N)c1
[29] O=C(Nc1cccc(F)c1)N1CC2(CCN(C(=O)Oc3ccccc3)CC2)C1
[30] O=C(c1ccncc1)N1CCC2(CC1)CN(Cc1ccccc1)C2
[31] CCCCC/C=C\C/C=C\C/C=C\C/C=C\CCCC(=O)NCc1ccoc1
[32] CC(C)CN1CC[C@@]2(CCCN(C(=O)c3ccncc3)C2)C1

entry no.,25,26,27,28,29,30,31,32
Menin-MLL TR inh,-5%,0%,-23%,1%[24.8 µM],4%,-8%,17%,2%
FBPA coupling cs,3,0,-1,1,5,5,1,2

[33] CCCCC/C=C\C/C=C\C/C=C\C/C=C\CCCC(=O)NCCO
[34] CC(=O)Nc1c2sscc-2n(C)c1=O
[35] COc1c(CC=C(C)C)c2c(c3oc(=O)c(-c4ccc(O)cc4)c(O)c13)C=CC(C)(C)O2
[36] CCN1C[C@]2(C)CC[C@H](O)[C@@]34[C@@H]5CC6[C@@H](OC)C[C@@](O)([C@@H]5[C@@H]6O)[C@H](C[C@@H]23)[C@H]14
[37] CC(C)NC(=O)N1CCCC2(CCN(C(=O)Oc3ccccc3)CC2)C1
[38] CC1COC2=C1C(=O)C(=O)c1c2ccc2c1CCCC2(C)C (centres undefined)
[39] COC(=O)CCCc1[se]c2ccccc2c1I
[40] CN1C(=O)[C@]23CC4=CC=C[C@H](O)[C@H]4N2C(=O)[C@@]1(CO)SS3

entry no.,33,34,35,36,37,38,39,40
Menin-MLL TR inh,-28%&7%&-13%,-12%,15%,1%[24.8 µM],-3%,?,-18%,13%
FBPA coupling cs,-11&4&2,-1,-1,-2,-2,-36*,5,-8

Excerpt: compounds 29 to 40
[29] O=C(Nc1cccc(F)c1)N1CC2(CCN(C(=O)Oc3ccccc3)CC2)C1
[30] O=C(c1ccncc1)N1CCC2(CC1)CN(Cc1ccccc1)C2
[31] CCCCC/C=C\C/C=C\C/C=C\C/C=C\CCCC(=O)NCc1ccoc1
[32] CC(C)CN1CC[C@@]2(CCCN(C(=O)c3ccncc3)C2)C1
[33] CCCCC/C=C\C/C=C\C/C=C\C/C=C\CCCC(=O)NCCO
[34] CC(=O)Nc1c2sscc-2n(C)c1=O
[35] COc1c(CC=C(C)C)c2c(c3oc(=O)c(-c4ccc(O)cc4)c(O)c13)C=CC(C)(C)O2
[36] CCN1C[C@]2(C)CC[C@H](O)[C@@]34[C@@H]5CC6[C@@H](OC)C[C@@](O)([C@@H]5[C@@H]6O)[C@H](C[C@@H]23)[C@H]14
[37] CC(C)NC(=O)N1CCCC2(CCN(C(=O)Oc3ccccc3)CC2)C1
[38] CC1COC2=C1C(=O)C(=O)c1c2ccc2c1CCCC2(C)C (centres undefined)

entry no.,29,30,31,32,33,34,35,36,37,38
Menin-MLL TR inh,4%,-8%,17%,2%,-28%&7%&-13%,-12%,15%,1%[24.8 µM],-3%,?
FBPA coupling cs,5,5,1,2,-11&4&2,-1,-1,-2,-2,-36*

[39] COC(=O)CCCc1[se]c2ccccc2c1I
[40] CN1C(=O)[C@]23CC4=CC=C[C@H](O)[C@H]4N2C(=O)[C@@]1(CO)SS3

entry no.,39,40
Menin-MLL TR inh,-18%,13%
FBPA coupling cs,5,-8

(next part)
[41] CCC(C)C(=O)OC1C(O)C2C(CN3CC(C)CCC3[C@]2(C)O)C2C[C@]34O[C@@]5(O)C(OC(=O)C(C)(O)CC)CCC3(C)C5C(OC(C)=O)C(OC(C)=O)C4[C@@]21O (some centres undefined)
[42] CN1CCC2(CC1)CCN(C(=O)Oc1ccccc1)CC2
[43] COC(=O)COc1ccc(Cl)cc1Cl
[44] O=C(O)[C@H]1[C@H]2CN[C@H](C(=O)O)[C@H]21
[45] C/C=C1\C[N@@+]2(C)CC[C@@]34C(=C(C=O)[C@H]1C[C@H]32)Nc1ccccc14
[46] CC1=C2C(=O)C3C(CC=C4C[C@@H](O)CC[C@@]43C)[C@@H]2CC[C@]12O[C@@H]1C[C@H](C)CN[C@H]1C2C (some centres undefined)
[47] Oc1ccc2c3c1O[C@H]1[C@H](O)CC[C@@]4(O)[C@@H](C2)N(CC2CC2)CC[C@]314
[48] CN1CCC2=C[C@H](O)[C@@H]3OC(=O)c4cc5c(cc4[C@H]3[C@H]21)OCO5

entry no.,41,42,43,44,45,46,47,48
Menin-MLL TR inh,5%,7%,-26%,-14%[24.8 µM],-7%[24.8 µM],0%,-19%,7%[24.8 µM]
FBPA coupling cs,1,1,0,0,-2,0,1,2

[49] CS(=N)(=O)CC[C@@H](N)C(=O)O (some centres undefined)
[50] CCCN(CCC)[C@@H]1CCc2c(OC)cccc2[C@@H]1C
[51] CCN1C[C@]2(COC(=O)c3ccccc3N3C(=O)C[C@H](C)C3=O)CC[C@H](OC)[C@@]34[C@@H]5C[C@H]6[C@H](OC)[C@H]5[C@](O)(C[C@@H]6OC)[C@@](O)([C@@H](OC)[C@@H]23)[C@@H]14
[52] COC(=O)c1ccc2[se]c(CC3CCCCC3)c(I)c2c1
[53] COc1cc2c(cc1O)-c1c(O)c(OC)cc3c1[C@H](C2)N(C)CC3
[54] c1ccc2c(c1)c1cc[n+]2CCCCC[n+]2ccc(c3ccccc32)NCCCCCN1
[55] O=C(NC(=O)c1ccccc1Cl)Nc1ccc(OC(F)(F)F)cc1
[56] O=C1C(Cl)=C(Cl)C(=O)C(Cl)=C1Cl

entry no.,49,50,51,52,53,54,55,56
Menin-MLL TR inh,1%[24.8 µM],6%[24.8 µM],-6%[24.8 µM],5%,-16%[24.8 µM],-20%,28%,?
FBPA coupling cs,0,0,5,3,-28,0,-1,-65*

[57] CNC(C)[C@H](O)c1ccccc1 (some centres undefined)
[58] COC(=O)N1CCC2(CCN(CC(C)C)CC2)CC1
[59] CN1C2CCC1CC(OC(=O)C1CCC(C(=O)OC3CC4CCC(C3)N4C)(c3ccccc3)c3ccccc31)C2 (centres undefined)
[60] CCCC(=O)O[C@@H]1[C@@H](C)[C@@]2(O)[C@@H](C=C(CO)C[C@]3(O)C(=O)C(C)=C[C@@H]23)[C@@H]2C(C)(C)[C@]12OC(=O)CCC
[61] CC(=O)OCC1=C(C(=O)O)N2C(=O)C(NC(=O)CCCC(N)C(=O)O)C2SC1 (centres undefined)
[62] COC1=CC23CCCN2CCc2cc4c(cc2C3C1O)OCO4 (centres undefined)
[63] CN1CCC2=C[C@@H](O)[C@@H]3OC(=O)c4cc5c(cc4C3C21)OCO5 (some centres undefined)
[64] O=C1C=CC(=O)C(Cl)=C1

entry no.,57,58,59,60,61,62,63,64
Menin-MLL TR inh,-2%,-7%,9%,-10%,3%,0%,8%,?
FBPA coupling cs,-1,1,4,6,7,1,0,-22

[65] COc1ccc(/C=C/C(=O)N2CC3C[C@@H](C2)Cn2c3cccc2=O)cc1OC
[66] O=C1C=C2C=C[C@@H]3C[C@@]2(O1)[C@H]1CCCCN31
[67] c1ccc(CN2CC[C@@]3(CCCNC3)C2)cc1
[68] CCCOc1ccc2[nH]cc(C3=CCNCC3)c2n1
[69] C[C@@]12CCC3C(CC[C@@H]4CC(O)CC[C@@]34C)C1CCC2O (some centres undefined)
[70] CC1(C)C(=O)[C@@H]2OC2[C@@]2(C)C1CC(O)[C@]1(C)C2CC[C@@]2(C)C(c3ccoc3)OC(=O)C3OC312 (some centres undefined)
[71] c1ccc(CN2CCCC3(CCNCC3)C2)cc1
[72] N[C@@H](Cn1ccc(=O)n(Cc2ccc(C(=O)O)cc2)c1=O)C(=O)O

entry no.,65,66,67,68,69,70,71,72
Menin-MLL TR inh,-1%,1%,-9%,3%[24.8 µM],2%,-3%,-24%,-3%[24.8 µM]
FBPA coupling cs,1,3&1,2,-12,0,-1,1,3

[73] O=C1Nc2cc(Cl)c(Cl)cc2N2CCNC[C@H]12
[74] CN(C(=O)Cc1ccc(Cl)c(Cl)c1)[C@H](CN1CCCC1)c1cccc(N=C=S)c1
[75] c1cncc(C2=NCCC2)c1
[76] C[C@H](CCC(=O)O)C[C@H](C)C[C@H](C)C(=O)/C=C(\O)[C@H](C)C[C@H](C)C/C=C/[C@@H](C)[C@@H](O)[C@@H](C)[C@@H](O)C[C@@H]1CC[C@@](C)([C@H]2CC[C@@](C)([C@@H](C)O)O2)O1
[77] N#Cc1ccc(CN2CCCC3(CCN(C(=O)Oc4ccccc4)CC3)C2)cc1
[78] O=C1NC(=O)C(=O)C(=O)N1

entry no.,73,74,75,76,77,78
Menin-MLL TR inh,2%[24.8 µM],-23%[24.8 µM],-9%[24.8 µM],-27%,-4%,6%
FBPA coupling cs,4,1,-1,5,-1,-60*
